Screens: PubChem, Sanford-Burnham Center for Chemical Genomics
HT1080 viability = cytotoxicity in HT1080 fibrosarcoma cells, cell-based, fluorescence readout (AID 620) | HT1080 viability, fluorescence; higher % means a stronger effect | cytotoxicity, % at 10 µM; hits with a dose series show EC50 in µM | 87,000 tested, 0.42% active; in the data active = cytotoxicity above about 50%;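 note: cells exposed to compound overnight then 4 h with Alamar Blue; 0% = vehicle DMSO and 100% = killing control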
Numbers without * were called inactive. Not all compounds are listed; rates above refer to the full screens.

The opening two entries (preview)
Molecule,HT1080 viability
CC(NC(=O)Cn1cc(C(=O)C2CC2)c2ccccc21)c1ccccc1 (configuration not stated),-11%
CC(NC(=O)CCSc1nc(-c2ccco2)cc(C(F)(F)F)n1)c1ccccc1 (configuration not stated),-7%

Results (from the top)
Molecule,HT1080 viability
CC(NC(=O)Cn1cc(C(=O)C2CC2)c2ccccc21)c1ccccc1 (configuration not stated),-11%
CC(NC(=O)CCSc1nc(-c2ccco2)cc(C(F)(F)F)n1)c1ccccc1 (configuration not stated),-7%
O=C(O)C1CC(=O)N(C2CCCCC2)C1c1ccccc1 (configuration not stated),10%
CCCC(=O)n1nc(-c2cccnc2)nc1N,0%
CCOC(=O)CSc1nnc(-c2ccc(S(=O)(=O)NCc3cccs3)cc2)o1,4%
CCOC(=O)c1ccc(NC(=O)N2CCN(C3CCCCC3)CC2)cc1,4%
Fc1ccc(NCc2cccnc2)cc1F,-7%
O=C(CN1CCC(Cc2ccccc2)CC1)Nc1ccc2c(c1)OCCO2,-6%
COC(=O)c1cccc(NC(=O)C23CC4CC(C2)CC(n2cncn2)(C4)C3)c1,15%
COc1ccccc1CNc1ccc(C(=O)O)cc1,-16%
Cc1ccccc1-c1ccc(=O)n(CC(=O)Nc2ccc(C(=O)N3CCCC3)cc2)n1,11%
CCCCn1nnnc1SCC(=O)NCc1ccccc1,-10%
CSc1nc(Oc2ccc(=O)n(C)n2)nc(N(C)C)n1,-17%
Cc1ccc(-n2c(SCC(=O)NCc3ccco3)nc3sc4c(c3c2=O)CC(C)(C)SC4)cc1,-1%
CCOC(=O)CN(C(=O)CSc1nnc2c(n1)[nH]c1ccc(F)cc12)c1ccccc1,7%
CC(=O)Nc1ccc2nc(N)sc2c1,-4%
Fc1cccc(CSc2nc3ncccc3[nH]2)c1,-8%
CCC1=C(OC(=O)N(CC)CC)N2C(=O)OC(=NCCc3c[nH]c4ccccc34)[C@]2(Cc2ccccc2)[C@H]2C1=CC[C@H]1C(=O)NC(=O)[C@H]12,14%
O=C(c1ccc([N+](=O)[O-])cc1)N(Cc1ccc(Br)cc1)N1C(=O)CCCC1=O,-9%
COCCCn1c(SCC(=O)Nc2nc3ccccc3s2)nnc1-c1ccoc1C,-11%
CCC(C)NC(=O)CSC1=Nc2ccccc2C2=NC(CCC(=O)NCc3ccco3)C(=O)N12 (configuration not stated),12%
CCc1ccc(OCC(O)CNC(C)(C)C)cc1 (configuration not stated),0%
CCC(c1nnnn1C(C)(C)C)N(Cc1ccco1)Cc1cc2cccc(C)c2[nH]c1=O (configuration not stated),3%
CCCCCn1c(N)c(-c2nc3ccccc3s2)c2c([N+](=O)[O-])nn(C)c(=O)c21,-4%
Cc1cc(CNC(=O)[C@@H]2C[C@H]2[C@@H](NP(=O)(c2ccccc2)c2ccccc2)c2ccccc2)nn1C,-13%
CSc1nc2nc3c(c(=O)n2[nH]1)CCCC3,6%
C1COCCNCCOCCOCCN1,-9%
COc1cc(Cl)cc2c1Sc1ccccc1/C2=C/CCN(C)C,9%
CCOC(=O)CSc1[nH]c(=O)cc(C)c1C#N,-6%
COc1ccc(C2C(=O)N(C3CCCCC3)CC(=O)N2C2CCCCC2)cc1 (configuration not stated),-19%
Brc1cccc(CN2CCCCCCC2)c1,-1%
O=C(Nc1cccc(O)c1)c1noc2c1CCc1ccccc1-2,-4%
COc1ccc(C)cc1NC(=O)CN(C)S(=O)(=O)c1cnc[nH]1,1%
O=C(NCCc1ccccc1)C(=O)NCC1(c2ccccc2)CCCC1,-11%
CCC1=C(OC(=O)N(CC)CC)N2C(=O)OC(=NCCc3c[nH]c4ccccc34)[C@]2(Cc2ccccc2)[C@H]2C1=CC[C@H]1C(=O)N(CC)C(=O)[C@H]12,0%
COc1ccc(-n2c(SCC(=O)Nc3nc(C)cs3)nnc2-c2ccoc2C)cc1,0%
COc1ccc(CC(=O)Nc2ccc(S(=O)(=O)Nc3nc(C)cc(C)n3)cc2)cc1,9%
COc1ccc2c(c1)Cc1sc(NC(=O)c3ccccc3)nc1-2,5%
Nc1c(N)c2ccccc2oc1=O,6%
CCn1c(SCC(=O)Nc2sc3c(c2C(N)=O)CCC(C)C3)nnc1-c1ccco1 (configuration not stated),-2%
O=C(c1ccc(Cl)cc1)C1CCN(C(=O)C2CC2)CC1,-19%
CCOC(=O)c1sc(NC(=O)CSc2nnc(C(C)C)n2C)nc1C,-16%
CCC(=O)N1CCc2cc(Br)cc(S(=O)(=O)CCC(=O)NCCc3ccccc3)c21,22%
CC(C)(CNC(=O)c1cc(=O)[nH]c2ccccc12)N1CCOCC1,16%
CCOC(=O)c1[nH]c2ccc(Cl)cc2c1-c1ccccc1,-17%
CC(C)(C)C(=O)Nc1ccccc1C(=O)Nc1ccncc1,1%
NC(=O)c1nsc(C(=O)N(CC(=O)NCc2ccco2)c2ccccc2F)c1N,7%
Cc1cc(C[n+]2ccccc2)c2nsnc2c1,4%
CCCCOC(=O)n1c(=S)oc2cc(Cl)ccc21,-13%
CCOc1cc(S(=O)(=O)N2CCCCC2)ccc1F,2%

A few values from above.
Result of CCC1=C(OC(=O)N(CC)CC)N2C(=O)OC(=NCCc3c[nH]c4ccccc34)[C@]2(Cc2ccccc2)[C@H]2C1=CC[C@H]1C(=O)N(CC)C(=O)[C@H]12 in HT1080 viability: 0%
Result of COc1cc(Cl)cc2c1Sc1ccccc1/C2=C/CCN(C)C in HT1080 viability: 9%

Following part
Molecule,HT1080 viability
O=C(NC(Cc1c[nH]c2ccccc12)C(=O)O)c1ccco1 (configuration not stated),-14%
COc1ccc(NC(=O)C2C3C=CC(C3)C2C(=O)NCc2ccccn2)c(OC)c1 (configuration not stated),1%
CCC(=O)Nc1ccc2c(c1)nc(CN1CCN(C(C)=O)CC1)n2C,2%
O=C1CSC(c2ccc(Cl)cc2)N1C1CCCCC1 (configuration not stated),-8%
Cc1cccc(NC(=O)CCSc2nncn2C)c1,18%
CC1(C)CC(NCc2ccc3c(c2)OCO3)CCO1 (configuration not stated),20%
COc1ccc(NC(=O)C(C)N2c3cccc4cccc(c34)S2(=O)=O)cc1OC (configuration not stated),0%
COC(=O)[C@@H]1C[C@@H]2CC[C@@H](O)C[C@@H]2N1Cc1ccc(C(F)(F)F)cc1,6%
CC12CC3CC(C)(C1)CC(CN)(C3)C2,-14%
CCc1cccc(N=c2c([N+](=O)[O-])nn(-c3ccc(Cl)cc3)n2O)c1,-4%
Cc1ccc(CC(NC(=O)c2ccccc2)C(=O)NCC(=O)O)cc1 (configuration not stated),-2%
CCn1c(SCC(=O)Nc2oc(-c3ccccc3)c(-c3ccccc3)c2C#N)nnc1-c1cc(OC)cc(OC)c1,4%
Cc1ccc(N=Cc2c(O)n(-c3ccc4c(c3)OCO4)c(=O)c3ccccc23)cc1,-2%
Cc1cccc(C)c1NC(=O)CS(=O)CC(=O)Nc1ccc(F)cc1F (configuration not stated),-9%
COc1ccc(C(=O)Cn2nnc(-c3ccccc3NC(=O)C3CCCCC3)n2)cc1,3%
Cc1ccc(C)c(NC(=O)CN(C)C(=O)CCN2C(=O)c3ccccc3C2=O)c1,-12%
CCCC1C2C(=O)N(c3ccccc3OCC)C(=O)C2ON1c1ccccc1 (configuration not stated),-17%
Cc1ccc2cc(C#N)c(N3CCN(C)CC3)nc2c1,-11%
Cc1cc(F)c(F)c(C(=O)N2CCOCC2)c1,29%
COc1ccc(CCN2C(=O)C3C4CC(C5C(C(=O)NN)=NOC45)C3C2=O)cc1OC (configuration not stated),7%
CC(=O)c1cccc(NC(=O)C2CCN(S(=O)(=O)c3cccs3)CC2)c1,2%
CC1CN/C(=C\C(=O)c2ccc(Cl)cc2)C(=O)N1 (configuration not stated),-6%
CCOc1ccc(CCNC(=O)c2cc3sc(Cl)cc3n2C)cc1OCC,-6%
CCOC(=O)c1ccc(NS(C)(=O)=O)cc1,3%
CCOc1ccc2nc(NC(=O)CN3CCC(n4nnc5cc(C(F)(F)F)ccc54)CC3)sc2c1,2%
O=S(=O)(Nc1nccs1)c1ccc(Cl)cc1,3%
Cc1ccc(OCCCC(=O)Nc2ccc(N3CCOCC3)cc2)cc1,-17%
Cc1c(Cl)cccc1N=c1c([N+](=O)[O-])nn(-c2ccccc2)n1O,1%
Cc1ccc(N2C(=O)CC(Sc3ncn[nH]3)C2=O)cc1C (configuration not stated),-5%
Cc1cc(C)c(S(=O)(=O)n2cnc3ccccc32)c(C)c1,-5%
CCC(Sc1ncccc1C(=O)OC(C)C)C(=O)N1CCOCC1 (configuration not stated),-11%
Cc1cccc(NC(=O)CCN2C(=O)C3C4C=CC(C4)C3C2=O)c1 (configuration not stated),-10%
CN1C[C@@H]2C(c3ccc(C(F)(F)F)cc3)C3(c4ccc(C#N)cc4)CC2(C3)[C@H]1c1ccccc1 (some centres not stated),-20%
Cc1ccc2nc(N3CCN(S(=O)(=O)c4ccc(C)c(Cl)c4)CC3)c(C#N)cc2c1,-8%
O=[N+]([O-])c1cccc(/C=N\N2CCN(Cc3ccccc3Cl)CC2)c1,7%
CC1=NOC(=O)/C1=C/c1ccc(-c2ccc(Cl)cc2)o1,38%
COc1ccccc1CC(=O)Nc1ccc(-c2noc(COc3ccc(Cl)c(C)c3)n2)cc1,-19%
CC1=NN(C(N)=S)C(=O)C1N=Nc1ccccc1C (configuration not stated),-3%
CC(C)OC(=O)CC(=O)CSc1nc2c(cc1C#N)CCCCC2,-8%
CC(C)(C)C(=O)/C=C/Nc1ccccc1O,23%
COC(=O)c1cc(=O)nc2sc3cc(OC)ccc3n12,-12%
CC1(C)SC(=S)N(/N=C/c2ccccc2)C1N(O)C(=O)Nc1ccc([N+](=O)[O-])cc1 (configuration not stated),-19%
O=C(NC1CCCCCC1)c1cccc(COCC(F)(F)F)c1,5%
Cc1nc(Cl)c(C(=O)NC(=O)Nc2cccc(C(F)(F)F)c2)c(C)c1[N+](=O)[O-],-12%
CN(C)c1ccc(CNC(=O)C2(C)C=CCN2C(=O)c2ccccc2)cc1 (configuration not stated),-29%
CSc1ncccc1C(=O)NCc1ccc(C)cc1,-3%
CCCCC(=O)Nc1ccc(Br)cn1,0%
Cc1ccc(N2C(=O)CS/C2=C(\C(Cl)=C(Cl)Cl)[N+](=O)[O-])cc1,8%
O=C(N/N=C/C(Br)=C/c1ccccc1)c1n[nH]c2c1CCC2,66%*
COc1cccc(CN2C(=O)N(C(C)C)C(N(O)C(=O)NC(C)C)C2(C)C)c1OC (configuration not stated),-7%

(cont.)
Molecule,HT1080 viability
CCCc1cc(=O)[nH]c(SCc2cccnc2)n1,5%
CCN(Cc1ccccc1)C(c1ccc(C)cc1)c1nnnn1C(C)(C)C (configuration not stated),3%
COc1ccc(/C=C/C(=O)NCC(=O)N/N=C/c2cc(Br)ccc2OCc2ccccc2)cc1,23%
O=C(Nc1ccc2c(c1)C(=O)N(CC1CCCO1)C2=O)c1ccccc1Br (configuration not stated),-2%
Cc1onc(-c2ccccc2Cl)c1C(=O)Nc1ccccc1N1CCOCC1,-14%
O=S(=O)(c1ccc(Br)cc1)n1ccc2ccccc21,4%
O=c1c(-c2cccc3ccccc23)[n+]([O-])c2ccccc2n1O,-4%
Cn1c(SC2CCCCC2=O)nnc1-c1ccncc1 (configuration not stated),-9%
O=C([C@H](Cc1ccccc1)NS(=O)(=O)c1ccc(Cl)cc1)N1CC[C@@]2(O)CCCC[C@H]2C1,-10%
CCN(CC)CCn1c(=S)[nH]c2ncccc2c1=O,3%
Cc1ccc(S(=O)(=O)NC(C)(C)CSc2nncn2C)cc1,19%
CNC(=O)NC(=O)CSc1nnc(-c2ccco2)n1Cc1ccccc1,-8%
O=C(NCc1ccc2c(c1)OCO2)C1CC(=O)N(c2ccc(F)cc2)C1 (configuration not stated),-3%
Cn1c(CN2CCCC2)nc2cc(NS(=O)(=O)c3ccc(Cl)cc3)ccc21,-6%
CCOc1cccc(CNn2cnnc2)c1OCc1ccccc1,7%
Nc1c(-c2ccccc2)cnn1C1CCS(=O)(=O)C1 (configuration not stated),11%
O=C1c2ccccc2C(=O)N1CCc1nc(-c2ccc(Cl)cc2)no1,-13%
CN(CC(=O)N1CCN(c2cccc(Cl)c2)CC1)S(=O)(=O)c1cccs1,-5%
O=c1c(Sc2ccccc2)c(C(F)(F)F)[nH]n1-c1ccccc1,-2%
O=C(Nc1nc(-c2ccc(Cl)s2)cs1)c1ccccc1,-1%
O=c1ccccn1Cc1c(F)cccc1Cl,-6%
CCOC(=O)c1ccc(N2C(=O)C(O)=C(C(C)=O)C2c2ccccc2)cc1 (configuration not stated),-2%
CC(C)(C)NCC(O)COc1ccccc1C(=O)CCc1ccccc1 (configuration not stated),6%
CCCCCNC(=O)C(C)Sc1ccc(Cl)cc1 (configuration not stated),-8%
N#C/C(=C/c1ccc(N2CCCCCC2)o1)c1ccc(Cl)cc1,-10%
Cc1cccc2cc(C#N)c(SCC(=O)NCC3CCCO3)nc12 (configuration not stated),-1%
CCCC(=O)Nc1c(-c2ccc(OC)cc2)c(=O)c2ccccc2n1C,-15%

Four of the compounds above, field by field.
> O=S(=O)(c1ccc(Br)cc1)n1ccc2ccccc21
  HT1080 viability: 4%
> O=c1c(-c2cccc3ccccc23)[n+]([O-])c2ccccc2n1O
  HT1080 viability: -4%
> Cn1c(SC2CCCCC2=O)nnc1-c1ccncc1 (configuration not stated)
  HT1080 viability: -9%
> O=C([C@H](Cc1ccccc1)NS(=O)(=O)c1ccc(Cl)cc1)N1CC[C@@]2(O)CCCC[C@H]2C1
  HT1080 viability: -10%
